# TEAD-YAP block = TEAD-YAP interaction inhibition | HEK-TIYL cells, TEAD-Gal4/YAP UAS-luciferase luminescence | inhibition, % at 9.12 µM | 640,000 tested, 1.4% active; in the data active = inhibition above about 32%;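 note: 0% = median of test compound wells and 100% = reference inhibitor wells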
# MITF inh = inhibitors of human MITF; O75030; AlphaScreen MITF homodimerization, bead proximity signal; inhibition, % at 2.6 µM; 650,000 tested, 0.91% active; in the data active = inhibition above about 50%;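 note: 0% = vehicle wells with protein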
# Target sequence (O75030 whole entry, looked up): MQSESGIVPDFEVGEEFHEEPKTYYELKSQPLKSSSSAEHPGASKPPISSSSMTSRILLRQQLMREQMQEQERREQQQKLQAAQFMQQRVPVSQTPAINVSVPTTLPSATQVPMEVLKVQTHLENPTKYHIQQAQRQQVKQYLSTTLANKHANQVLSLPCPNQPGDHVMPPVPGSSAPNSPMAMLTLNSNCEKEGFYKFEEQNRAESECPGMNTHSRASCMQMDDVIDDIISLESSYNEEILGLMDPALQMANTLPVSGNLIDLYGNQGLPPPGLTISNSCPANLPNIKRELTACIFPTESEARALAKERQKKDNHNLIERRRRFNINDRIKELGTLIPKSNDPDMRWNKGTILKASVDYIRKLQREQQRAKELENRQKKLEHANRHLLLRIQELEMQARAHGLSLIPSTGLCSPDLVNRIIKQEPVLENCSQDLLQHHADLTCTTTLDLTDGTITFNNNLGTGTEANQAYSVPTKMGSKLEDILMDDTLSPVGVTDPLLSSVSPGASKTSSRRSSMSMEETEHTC
# GPR151 activ = activates the human receptor GPR151; activation, % at 11.2 µM; 650,000 tested, 1% active; Q8TDV0; PathHunter beta-arrestin GPR151 cells, luminescence; in the data active = activation above about 4.9%;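 note: 0% = median of compound wells and 100% = cells with positive control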
# Target sequence (Q8TDV0 whole entry, looked up): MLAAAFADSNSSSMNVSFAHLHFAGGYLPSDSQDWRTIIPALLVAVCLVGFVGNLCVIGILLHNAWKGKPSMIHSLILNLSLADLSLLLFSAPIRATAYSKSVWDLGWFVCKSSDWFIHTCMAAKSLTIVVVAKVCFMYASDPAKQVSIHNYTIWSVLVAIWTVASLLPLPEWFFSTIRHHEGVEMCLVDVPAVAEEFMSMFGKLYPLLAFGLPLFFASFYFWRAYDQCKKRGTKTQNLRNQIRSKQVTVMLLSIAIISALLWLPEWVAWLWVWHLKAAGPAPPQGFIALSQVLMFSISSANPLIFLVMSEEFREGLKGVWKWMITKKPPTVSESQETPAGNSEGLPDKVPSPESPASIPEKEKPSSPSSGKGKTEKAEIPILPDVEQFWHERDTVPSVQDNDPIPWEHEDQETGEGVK
# FBW7 act = human FBW7 E3 ligase activation, primary screen | AlphaScreen FBW7–phospho-cyclin E peptide binding, activator screen | normalized activity (activation), % at 26.1 µM | 650,000 tested, 0.13% active; in the data active = normalized activity above about 1.9%;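 note: purified mutant Fbw7 with reduced substrate affinity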
# Numbers without * were called inactive; & = joins results of further samples.
SMILES	GPR151 activ	MITF inh	FBW7 act	TEAD-YAP block
CN(C)CCOc1cc(-c2ccncc2)ccc1NC(=O)C1COc2c(F)cccc2C1 (stereo not given)	0.0	-2.9	0.2	-4.0
O=C(Cc1ccc(Cl)cc1Cl)N1CCC[C@H]1[C@H](O)c1nccs1	4.9	-0.6	-0.1	3.1
COc1ccc(-c2noc(N(C)CC(=O)Nc3ccc(OC)c(Cl)c3)n2)cc1	-0.9	8.5	-0.1	0.5
Cn1c(C(=O)O)c(CNCCCN2CCC(Cc3ccccc3)CC2)c2ccccc21	0.2	-5.5	-0.1	-21.0
CCOC(=O)C(C(=O)OCC)n1c(=O)sc2cc([N+](=O)[O-])ccc21	1.3	-8.9	0.0	-1.4
Cc1nn(CC(=O)NCc2cccs2)c(=O)c2cccn12	-0.4	-8.4	-0.1	-9.6
C=CCN1C(=O)C(O)(c2c(C)[nH]c3ccccc23)c2cc(Br)ccc21 (stereo not given)	0.2	11.5	0.1	10.2
CN(C)C(=O)CSc1nc(Cc2cccs2)nc2ccccc12	0.0	0.7	-0.3	5.1
O=C(O)c1c(CNCc2cccs2)c2ccccc2n1Cc1cccc(F)c1	3.1	11.4	0.6	16.5
COCCCNC(=O)CSc1nc2ccsc2c(=O)n1CCCC(=O)NCCc1ccccc1	-0.6	7.6	0.4	6.1
COc1cc(NC(=O)c2nn3c(c2Br)NC(c2cccs2)CC3C(F)(F)F)c(OC)cc1Cl (stereo not given)	0.7	-8.2	0.1	-4.4
Cc1cccc(NS(=O)(=O)N(C)C)c1	-0.5	-7.4	-0.1	-6.1
Cc1cn2cc(C(=O)NCC(C)C)nc2s1	-1.0	14.3	0.1	-66.4
O=C(O)CSc1nc2ccccc2c(=O)n1CCC(=O)N1CCN(c2ccccc2)CC1	0.8	-5.3	0.0	-5.2
O=C1CNC(=O)c2c(nc3n2CCC3)N1	-0.1	-7.8	0.0	-9.6
Cc1ccc(F)cc1NC(=O)c1cc2cc(Cl)ccc2oc1=O	-1.3	16.8	0.5	11.5
O=C1c2ccccc2-c2onc3c(N4CCN(c5ccccn5)CC4)cc(Nc4ccc5c(c4)OCCO5)c1c23	0.1	4.5	-0.2	-4.5
Cc1cc(C(=O)NNC(=O)Nc2cccc(C(F)(F)F)c2)no1	-0.9	8.2	0.4	2.7
CC(C)c1ccc(CNc2cccc(-c3nc4ccccc4o3)c2)cc1	2.0	7.2	0.1	-5.4
C/C(CC(=O)NCc1ccccc1)=N\NC(=O)c1cccc(C)c1O	-1.2	18.1	1.0	-28.1

# (cont.)
SMILES	GPR151 activ	MITF inh	FBW7 act	TEAD-YAP block
CN(C)CCNCCP(=O)(c1ccccc1)c1ccccc1	1.3	-8.3	0.1	8.0
OCCNCCCCOc1ccccc1Br	-0.5	33.4	0.5	9.8
O=C(Nc1cccnc1)c1ccc(Cl)cc1[N+](=O)[O-]	-1.7	1.1	0.0	-5.2
Cc1cccc(C)c1NC(=S)N(Cc1cccc(Br)c1)CC1CCC(C(=O)O)CC1 (stereo not given)	-0.9	6.7	0.1	-4.3
COC(=O)c1ccccc1NC(=O)Cn1c(SCc2ccccc2)nc2ccccc21	0.9	-6.8	0.0	-9.6
N#Cc1c(C(F)(F)F)cc(-c2cccs2)nc1SCC(=O)c1ccc([N+](=O)[O-])cc1	-0.4	-5.2	0.0	9.2
Clc1ccccc1-c1cnn2c(N3CCOCC3)ccnc12	-0.6	-17.7	-0.1	16.7
O=C(NCc1ccc(Cl)cc1)NCC1(CO)CC1	-1.0	2.9	0.1	-7.3
Cc1n[nH]c(C)c1NC(=O)CN1C[C@@H](C)N(Cc2ccco2)C[C@H]1C	-0.3	-5.5	-0.1	-5.9
Cc1cccc(N2C(=O)NC(=O)/C(=C/c3ccc(-c4ccc(C(=O)O)cc4)o3)C2=O)c1	-0.9	8.2	-0.1	2.3
C=CCn1c(SCC#N)nc2sc(CC)cc2c1=O	-0.2	15.2	0.2	-9.7
Cc1ccc(-n2[nH]c(=O)c(-c3ccccn3)c2C)cc1	-5.1	6.8	-0.1	51.9*
COc1ccc(CCNC(=O)c2ccc3c(c2)nc(SCc2cc(=O)n4cc(Cl)ccc4n2)n2c4ccccc4nc32)cc1OC	0.7	4.6	-0.1	9.8
O=C1CCC(=O)N1CNc1ccc(Cc2ccc(NCN3C(=O)CCC3=O)cc2)cc1	-0.9	-0.8	0.0	1.4
Cc1onc(-c2ccccc2Cl)c1C(=O)N1CCC(C(N)=O)CC1	-0.6	4.5	-0.1	-0.2
O=C(CNC(=O)c1ccc(Br)o1)OC(c1ccccc1)c1ccccc1	0.7	6.0	0.1	-3.0
O=C(NCC1OCCc2ccccc21)c1ccc(F)cc1 (stereo not given)	-1.1	-0.1	0.3	-12.3
O=C(NCCc1cccc(F)c1)C1CC(O)CN1C(=O)Nc1ccccc1 (stereo not given)	-2.2	10.2	0.3	11.9
Cc1ccc2nc(SCC(=O)Nc3ccc4[nH]c(=O)[nH]c4c3)[nH]c2c1	-0.8	3.8	0.3	4.4
CCN(CC)C(=O)Cn1cnc2sc(C(=O)Nc3ccc(C(C)C)cc3)c(C)c2c1=O	0.0	-3.2	0.1	-5.6

# A run of entries from the list above, for reference:
SMILES	GPR151 activ	MITF inh	FBW7 act	TEAD-YAP block
O=C(NCCc1cccc(F)c1)C1CC(O)CN1C(=O)Nc1ccccc1 (stereo not given)	-2.2	10.2	0.3	11.9
Cc1ccc2nc(SCC(=O)Nc3ccc4[nH]c(=O)[nH]c4c3)[nH]c2c1	-0.8	3.8	0.3	4.4
CCN(CC)C(=O)Cn1cnc2sc(C(=O)Nc3ccc(C(C)C)cc3)c(C)c2c1=O	0.0	-3.2	0.1	-5.6

# Additional compounds follow:
SMILES	GPR151 activ	MITF inh	FBW7 act	TEAD-YAP block
CCC1CCCCN1S(=O)(=O)c1ccc2c(c1)SCC(=O)N2 (stereo not given)	0.1	12.4	0.1	3.0
Clc1ccc(OCCN2CCOCC2)c(Br)c1	-0.4	37.6	0.4	-0.1
CCc1nn(CC(=O)N(C)CC(=O)Nc2ccc(C)cc2)c(=N)s1	1.2	11.2	0.3	-1.3
CCOC(=O)C1CCN(c2c(Nc3ccc(OCC)cc3)c(=O)c2=O)CC1	-1.2	6.7	-0.1	-1.7
O=C1CC(n2nnn(-c3ccccc3F)c2=S)C2COC1O2 (stereo not given)	1.8	3.2	-0.1	2.4
COc1ccc(C2CC(=O)c3c([nH]c(C(=O)OCCSC)c3C)C2)cc1OC (stereo not given)	1.6	18.2	0.0	43.7*
O=[N+]([O-])c1ccc(N2CCN(c3nnnn3-c3ccccc3)CC2)cc1	-0.2	10.4	0.6	-1.8
COc1ccc2cc3cc(C(=O)NCCCN(C)Cc4ccccc4)oc3nc2c1	2.3	-1.4	0.2	-24.7
COc1ccc(C2Sc3ccccc3N(CCN(C)C)C(=O)C2OC(C)=O)cc1 (stereo not given)	-0.2&0.5	-1.8&-2.8	0.0&0.1	17.6&25.8
O=C(NCc1ccccc1)NCC12CC3CC(CC(C3)C1)C2	0.1	2.5	0.3	0.4
Cc1ccc(NC(=O)CSc2nnc3n2CCN3c2ccc(F)cc2)cc1	-1.7	7.4	-0.1	-3.0
O=C(c1cnn2c1NC(c1ccco1)CC2C(F)(F)F)N1CCSCC1 (stereo not given)	-0.5	-2.4	0.2	-4.3
CCc1ccc(C2=NC(C(C)C)NC(c3cc(Cl)ccc3O)C2)cc1 (stereo not given)	-1.6	-1.5	0.3	14.5
COc1ccc(C2C(C(=O)OC3CCCCC3)=C(C)Nc3ncnn32)c(OC)c1OC (stereo not given)	-0.5	7.2	0.1	-7.6
O=C(CCNS(=O)(=O)c1ccc(Cl)cc1)NCc1ccc(Cl)c(Cl)c1	-1.3	2.2	-0.1	1.9
CC(=O)Nc1ccc(S(=O)(=O)NC(C)CCCC(C)C)cc1 (stereo not given)	-0.9	4.0	0.3	-4.2
CCOC(=O)COc1ccc(C2NC(=O)NC(c3ccccc3)=C2C(C)=O)cc1 (stereo not given)	0.5	10.5	-0.1	4.4
O=C(O)c1ccccc1-n1ncc2c([N+](=O)[O-])cc([N+](=O)[O-])cc21	-0.2	21.2	-0.4	-3.8
Cc1c(Cl)cccc1NC(=O)CSCc1cc(=O)[nH][nH]1	-0.5	1.1	-0.2	-1.9
Cn1sc2cc([N+](=O)[O-])cc(N)c2c1=O	-2.3	10.2	0.1	3.1

# Additional records follow:
SMILES	GPR151 activ	MITF inh	FBW7 act	TEAD-YAP block
COC(=O)c1ccc(OCC2c3cc(OC)c(OC)cc3CCN2C(C)=O)cc1 (stereo not given)	-0.2	1.1	-0.1	-10.3
CCc1ccccc1NC(=O)c1ccc(F)c(S(=O)(=O)N2CCN(c3ccccn3)CC2)c1	0.6	15.5	0.6	5.3
O=c1c2ccccc2nc(SCc2c(F)cccc2Cl)n1C1CC1	5.1*	-11.8	0.0	-6.5
Cn1nnnc1SCC(=O)Nc1cccc(NC(=O)C23CC4CC(CC(C4)C2)C3)c1	1.8	12.0	0.4	-14.9
O=C(CSc1ccccc1)Nc1cccnc1	0.7	2.6	0.3	-12.2
Cc1cc2nc(NC3=NCN(Cc4ccco4)CN3)nc(C)c2cc1C	0.6	2.4	-0.2	5.8
CC1=C(C)CS(=O)N(c2ccc(S(N)(=O)=O)cc2)C1 (stereo not given)	-0.3	-3.6	-0.1	10.4
O=C(Cn1c2ccccc2c(=O)c2cc([N+](=O)[O-])ccc21)Nc1ccc2c(c1)OCCO2	-1.2	0.1	-0.1	0.8
CCCN(C(=O)COc1cccc(Cl)c1)c1c(N)n(Cc2ccccc2)c(=O)[nH]c1=O	0.9	6.4	0.2	3.3
FC(F)(F)c1cc(-c2ccccc2)nc(NCc2ccco2)n1	-1.2	9.3	0.0	1.4
COC(=O)C1=C(C)NC(=S)NC1c1ccccc1OCC(=O)N1CCCCCC1 (stereo not given)	0.0	13.9	0.1	5.1
C=CCN1C(=O)C(O)(c2c[nH]c3ccccc23)c2cc(Cl)ccc21 (stereo not given)	0.6	21.5	0.1	2.9
O=C(NC1CCCC1)c1ccc(N2CCC(NC3CCN(Cc4ccccc4)C3)CC2)cc1 (stereo not given)	-1.9	0.0	0.8	-8.3
O=C1c2oc3ccc(Cl)cc3c(=O)c2C(c2ccccn2)N1c1ccccn1 (stereo not given)	-0.4	15.8	0.6	-5.4
C=CCNC(=O)c1cc2c(=O)n3ccccc3nc2n(Cc2ccc(C)cc2)c1=N	-0.6	10.8	0.4	13.8
O=[N+]([O-])c1ccc(-c2cc(-c3ccccc3)nc(-c3ccccc3)c2)cc1	-0.9	-2.0	0.0	1.0
Cc1ncc(CO)c2cc(C(=O)Nc3ccccc3Cl)c(=O)oc12	0.4	-1.9	-0.1	5.4
CC(=O)c1ccc(C)cc1OC(=O)c1ccccc1C	2.1	1.1	0.0	-1.4
Cc1cc(O)cc(C)c1NS(=O)(=O)c1ccc([N+](=O)[O-])cc1	0.8	12.5	0.0	-17.1
CS(=O)(=O)N(CC(=O)N(Cc1ccccc1)Cc1ccccc1)c1ccccc1F	0.6	7.1	0.0	13.6

# Continued:
SMILES	GPR151 activ	MITF inh	FBW7 act	TEAD-YAP block
CN1CC[C@@H](Oc2cc(-c3cn[nH]c3)ccc2NC(=O)[C@H]2COc3ccccc3O2)C1	-2.2	0.9	-0.1	6.8
NC(=O)c1cc([N+](=O)[O-])ccc1N1CCOCC1	0.1	-2.0	0.3	-2.6
Cc1cccc(NC(=O)c2c(N)sc3c2CCC(C)C3)c1 (stereo not given)	0.1	0.0	-0.2	-28.7
COc1ccc(C(=O)NCCOc2cc(C)cc(C)c2)cc1OC	-0.7	12.4	0.0	11.0
Cc1cc(Oc2ccc(-c3cnc4ccccc4n3)cc2[N+](=O)[O-])ccc1Cl	0.6	10.0	0.1	0.2
CCc1c(C)nc2ncnn2c1N1CCN(c2ccc(OC)cc2)CC1	-8.1	-6.4	-0.1	0.2
Cc1ccc2nsnc2c1NC(=O)C(C)C	0.4	4.8	0.1	-0.5
CC1(C2CCN(C(=O)c3cccc(F)c3F)CC2)NC(=O)N(Cc2ccncc2)C1=O (stereo not given)	0.3	7.7	-0.1	-8.4
CCN(CC)CCCNCC(O)COc1ccc(C(=O)c2ccccc2)cc1 (stereo not given)	0.8	37.0	-0.3	18.9
C/C(=N/NC(=O)Cc1cc(=O)[nH][nH]1)c1cccc([N+](=O)[O-])c1	1.3	-13.7	0.1	-2.0
COCCSc1nc2c(c(=O)[nH]c(=O)n2C)n1CCC(C)C	-0.3	4.7	0.0	4.4
CCOc1ccc2[nH]c(=O)c(CN(CCCO)Cc3nnnn3CC3CCCO3)cc2c1 (stereo not given)	-1.2	13.8	0.1	6.7
Cc1cccc(NS(=O)(=O)c2c[nH]c(=O)[nH]c2=O)c1C	-2.6	10.6	1.1	-10.4
CCN(CC)CC(O)CN1c2ccccc2Sc2ccccc21 (stereo not given)	2.3	7.5	-0.4	-7.5
COc1ccc(CN2CCN(C)C(CCO)C2)c(O)c1 (stereo not given)	1.9	1.3	0.0	6.5
O=C(NCc1nnc2n1CCN(C(=O)CCCc1cccs1)CC2)C1CC1	1.4	1.7	-0.1	-2.1
Cc1nc(NCCNS(=O)(=O)Cc2ccccc2)cc(-n2cccn2)n1	-0.6	9.1	0.0	6.7
COc1cccc(-n2nc(C(=O)NCC3CCCO3)c3ccccc3c2=O)c1 (stereo not given)	0.4	9.0	0.1	21.7
CCn1c(C)c(C(C)=O)c2cc(OCC(O)CN3CCOCC3)ccc21 (stereo not given)	-1.0	-5.9	0.1	6.1
COc1ccc(-c2noc(CN(C(=O)COc3ccccc3OC)C(C)C)n2)cc1	-1.7	4.1	0.0	-1.6

# Compound activity (PubChem BioAssay)
